HT1080NT lethal: kills 2HG-producing HT-1080-NT fibrosarcoma cells; AID 686970; HT-1080-NT fibrosarcoma viability, CellTiter-Glo ATP luminescence, 48 h; Potency, µM (series often up to 46.1 µM), for the others: at the highest dose activity, negative = less viability, most hits filed as cytotoxic; hit rate 1.6% among 360,000;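 further: NT is the 2HG producing partner of a matched IDH1 knockdown line; 0% = DMSO-treated cells and -100% = media-only wells without cells; nearly all actives have a fitted effect of over 55% in size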
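Toxicity toward the 2HG-producing NT line was scored as %Activity, normalised to DMSO and no-cell wells, from CellTiter-Glo luminescence after 48 hours' treatment.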
KB-V1 cytotox: KB-V1 MDR subline cytotoxicity | AID 1347076 | KB-V1 MDR cells viability, CellTiter-Glo, 72 h | hit rate 3.4% among 400,000 | Potency, µM (series often up to 46.1 µM), without a hit: at the top dose activity change, negative = cytotoxicity, actives largely listed as cytotoxic; further: on the % scale 0 is the no-effect control and ±100 the full control effect; nearly all actives have a fitted effect of over 60% in size
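Cytotoxicity via CellTiter-Glo luminescence after 72 h compound exposure at 37 degrees C. Cells: drug-selected KB-V1 line, DMEM phenol-red free plus 10% FBS. Compounds tested at multiple concentrations; normalized data fitted to concentration-effect curves.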
GLP1R cytotox: cytotoxicity counter-screen for GLP-1 receptor inverse agonists. AID 624418. HEK293 cAMP-luciferase reporter cells, luminescence, 24 h. Potency, µM (doses to about 38.3 µM), for the others: at the highest dose activity change, negative = inhibition, hits mostly inhibitors. hit rate 0.13% among 410,000;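 further: loss of luciferase light is scored as toxicity; on the % scale 0 is the no-effect control and ±100 the full control effect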
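Quantitative HTS format, 1536 wells, 200 cells/uL seeded. Compounds: 23 nL, 24 h, 37 °C. Detection: luciferase reagent, luminescence at 12 min RT; decreased signal taken as cytotoxic.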
GLP-1R agonist: agonists of human GLP-1 receptor; HEK293 GLP-1R CRE-luciferase, luminescence, 4-6 h; cells express a hypersensitive GLP-1R form; hit rate 0.007% among 380,000; P43220; Potency, µM (doses to about 45.6 µM), for inactives: at the highest dose activation, actives largely listed as activators; further: % of control where 0% means no effect
Target sequence (P43220 whole entry, looked up): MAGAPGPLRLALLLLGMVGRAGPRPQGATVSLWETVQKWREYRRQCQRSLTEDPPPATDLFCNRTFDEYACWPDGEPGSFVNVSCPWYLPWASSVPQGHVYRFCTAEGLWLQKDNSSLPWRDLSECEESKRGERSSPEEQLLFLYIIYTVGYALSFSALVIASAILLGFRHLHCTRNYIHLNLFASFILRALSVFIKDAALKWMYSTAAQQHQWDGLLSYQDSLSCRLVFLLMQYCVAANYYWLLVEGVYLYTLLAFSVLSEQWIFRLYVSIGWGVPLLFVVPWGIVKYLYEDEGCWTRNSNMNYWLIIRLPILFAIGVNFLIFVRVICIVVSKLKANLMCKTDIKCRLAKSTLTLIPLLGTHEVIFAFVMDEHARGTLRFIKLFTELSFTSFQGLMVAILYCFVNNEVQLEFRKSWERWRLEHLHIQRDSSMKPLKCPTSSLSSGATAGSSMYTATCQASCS
TDP43 rescue: inhibitors of TDP-43 toxicity in yeast; TDP-43 expressing yeast growth rescue, BacTiter-Glo, 24 h; hit rate 1.8% among 410,000; Potency, µM (highest dose often 46.1 µM), without a hit: at the top dose growth rescue (activation), hits mostly activators; AID 652104; further: % of control where 0% means no effect; nearly all actives have a fitted effect of over 50% in size
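Yeast cells expressing TDP-43 under galactose induction are exposed to compounds for 24 hr at 30 deg C. BacTiter-Glo luminescence measures growth, so protective compounds score as activators.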
SW480 rereplic: induces DNA re-replication in SW480 colon adenocarcinoma cells; SW480 DNA re-replication, Hoechst DNA content imaging, 48 h; Potency, µM (highest dose often 46.1 µM), without a hit: at the top dose re-replication activation, usual class: activators; hit rate 1.8% among 340,000; AID 624297; further: % of control where 0% means no effect; nearly all actives have a fitted effect of over 55% in size
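DNA re-replication was detected as more nuclei of elevated Hoechst intensity after 48 hr exposure to compound (23 nL pinned per well of 250 cells).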
KB-3-1 cytotox: KB-3-1 parental cell cytotoxicity; hit rate 1.4% among 400,000; Potency, µM (series often up to 46.1 µM), without a hit: top-dose activity change, negative = cytotoxic, hits mostly cytotoxic; AID 1347075; KB-3-1 viability, CellTiter-Glo ATP luminescence, 72 h; further: on the % scale 0 is the no-effect control and ±100 the full control effect; nearly all actives have a fitted effect of over 60% in size
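KB-3-1 parental drug-naive adenocarcinoma cells in DMEM/10% FBS, incubated 72 h at 37 C with pin-transferred compounds across a concentration series. Viability by CellTiter-Glo luminescence; concentration-response curves fitted after normalization.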
GLP1R inv ag: GLP-1 receptor (human) inverse agonism; P43220; HEK293 GLP-1R CRE-luciferase, luminescence, 24 h; GLP-1R form is constitutively active; Potency, µM (highest dose often 38.3 µM), inactives show top-dose activity change, negative = inhibition, hits mostly inhibitors; hit rate 1.6% among 410,000; AID 624417; further: on the % scale 0 is the no-effect control and ±100 the full control effect; nearly all actives have a fitted effect of over 55% in size
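qHTS in 1536-well format: reporter HEK293 cells expressing constitutive GLP-1R activity in DMEM + 10% Nu serum, 24 hr with compounds at 37 deg C, luminescence read after 12 min with detection reagent.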
HT1080 IDH1KD tx: toxicity to HT-1080 IDH1 knockdown cells (counter line); HT-1080 IDH1 knockdown viability, ATP luminescence, 48 h; hit rate 2% among 360,000; Potency, µM (highest dose often 46.1 µM), without a hit: top-dose activity, negative = toxicity, hits mostly cytotoxic;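 further: 0% = DMSO wells and -100% = cell-free medium wells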
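Cytotoxicity counter-line: IDH1KD HT-1080, 48 h, CellTiter-Glo. Curves classed by r2, magnitude and activity.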
Starred values were filed as active, the others as inactive; ? = inconclusive; . = no result given; & = joins results of further samples; [ ] = dose if it differs, or a comment. The call rests on the fitted dose curve; in most records, active means well fitted curve in the direction sought with a large enough effect; inconclusive means small, poorly fitted or top-dose-only effect, or another doubt; inactive means no such curve, though single readings can be large; an effect the other way counts as inactive or inconclusive. Potency means the concentration at half of the fitted maximal effect.

SMILES	HT1080NT lethal	KB-V1 cytotox	GLP1R cytotox	GLP-1R agonist	TDP43 rescue	SW480 rereplic	KB-3-1 cytotox	GLP1R inv ag	HT1080 IDH1KD tx
Cc1ccc(NC(=O)c2c(C)oc3c2C2=NCCN2C=N3)cc1F	.	7%	2%	.	14%	.	-5%	-7%	.
COc1ccc2[nH]c3c(N4CCN(Cc5ccc6c(c5)OCO6)CC4)ncnc3c2c1	21µM*	?	?	-40%[inhibitor]	-7%	?	?	?	?
Cc1c(C(=O)N2CCCCCC2)c(S(=O)(=O)Nc2cccc(F)c2)c(C)n1C	-1%	-3%	-12%	5%	-7%	-1%	0%	12%	0%
CC1(C)Cc2c(sc(NC(=O)c3ccccc3Cl)c2C(=O)O)CO1	11%	-10%	-3%	-1%	0%	-5%	1%	-7%	3%
O=C(CCC(=O)N1CCOCC1)NCCc1ccc(F)cc1	-8%	-10%	12%	-20%	-7%	4%	3%	23%	1%
CN(C)c1ccc(C(c2nnnn2CCOC(=O)Nc2ccc(Cl)cc2)N2CCOCC2)cc1 (stereo not given)	-1%	0%	18%	-2%	-3%	0%	0%	-2%	-4%
O=C(COC(=O)C1COc2ccccc2O1)Nc1cccc(S(=O)(=O)N2CCCCC2)c1 (stereo not given)	6%	-1%	11%	1%	22%	-1%	0%	18%	-2%
CC(=O)Nc1ccc(NC(=O)c2ccccc2Nc2ccccc2)cc1	-19%	0%	1%	15%	21%	11%	12%	-22%	-7%
CCOCCCNC(=O)c1ccc(OC2CCN(C(C)=O)CC2)c(OC)c1	-5%	-3%	-5%	1%	-19%	-3%	-8%	9%	-4%
CN(C)C(=O)N1CCN(S(=O)(=O)c2ccc3ccccc3c2)CC1	1%	0%	-12%	-3%	1%	-3%	-18%	12%	-9%
O=c1cccc2c1c1cc[nH]c3ccc(=O)n2c31	-30%	?	-4%	0%	-4%	0%	?	-5%	-23%
O=C1NC(c2cccc(OCc3ccccc3)c2)Nc2ccccc21 (stereo not given)	?	0.65µM*	?	11%	0%	1.8µM*	0.58µM*	?	0.58µM*
OCC(O)C(O)C(O)c1cnn(-c2ccccc2)n1 (stereo not given)	2%	9%	-4%	4%	-1%	-1%	0%	13%	0%
COc1ccc(Cl)cc1NC(=O)C1CCCN(c2ncnc3onc(C)c23)C1 (stereo not given)	.	?	-6%	.	?	.	-27%	2%	.
O=C(NCc1ccco1)C(=O)NCC1OCCCN1S(=O)(=O)c1ccccc1 (stereo not given)	17%	10%	-6%	1%	0%	-5%	12%	12%	24%

Another view of 5 compounds above.
SMILES | HT1080NT lethal | KB-V1 cytotox | GLP1R cytotox | GLP-1R agonist | TDP43 rescue | SW480 rereplic | KB-3-1 cytotox | GLP1R inv ag | HT1080 IDH1KD tx
COc1ccc(Cl)cc1NC(=O)C1CCCN(c2ncnc3onc(C)c23)C1 (stereo not given) | . | ? | -6% | . | ? | . | -27% | 2% | .
CN(C)c1ccc(C(c2nnnn2CCOC(=O)Nc2ccc(Cl)cc2)N2CCOCC2)cc1 (stereo not given) | -1% | 0% | 18% | -2% | -3% | 0% | 0% | -2% | -4%
Cc1ccc(NC(=O)c2c(C)oc3c2C2=NCCN2C=N3)cc1F | . | 7% | 2% | . | 14% | . | -5% | -7% | .
CCOCCCNC(=O)c1ccc(OC2CCN(C(C)=O)CC2)c(OC)c1 | -5% | -3% | -5% | 1% | -19% | -3% | -8% | 9% | -4%
CN(C)C(=O)N1CCN(S(=O)(=O)c2ccc3ccccc3c2)CC1 | 1% | 0% | -12% | -3% | 1% | -3% | -18% | 12% | -9%

(list continues)
SMILES	HT1080NT lethal	KB-V1 cytotox	GLP1R cytotox	GLP-1R agonist	TDP43 rescue	SW480 rereplic	KB-3-1 cytotox	GLP1R inv ag	HT1080 IDH1KD tx
COc1ccc(NC(=O)C2Cc3ccccc3CN2C(=O)c2ccco2)cc1 (stereo not given)	11%	-28%	-3%	10%	-1%	1%	-4%	55%[activator]	10%
COc1ccc(-c2cc(C(F)F)n3ncc(C(=O)N4CCSCC4)c3n2)cc1	-5%	-13%	98%[activator]	10%	-14%	5.2µM*	-22%	?	-11%
CCCCCc1nn2cc(-c3ccccc3)nc2s1	.	7%	0%	.	6%	.	-12%	-11%	.
COc1cc(/C=c2\sc3nc(=O)c(-c4ccccc4)nn3c2=O)ccc1OCCC(C)C	10%	8%	4%[1.53 µM]	-3%	11%	-4%	?	17%	5%
O=C(Nc1nccs1)C1CCCN1S(=O)(=O)c1cccc2cccnc12 (stereo not given)	-2%	-14%	-1%	3%	-4%	-2%	-11%	-15%	-5%
O=C1Nc2ccccc2N(O)N1c1cc(-c2ccccc2Cl)no1	19%	29%	0%	-8%	2%	-4%	5%	-24%	12%
O=C(Nc1c2c(nn1-c1ccccc1)CS(=O)C2)c1ccc(S(=O)(=O)N2CCOCC2)cc1 (stereo not given)	3%	-18%	4%	-3%	-3%	2%	-2%	16%	3%
CCCn1c(NCc2cccs2)nc2ccccc21	-6%	-14%	-10%	3%	3%	-11%	-7%	?	-9%
Cc1cccc(-n2nc(C(=O)c3ccco3)cc(-c3nc4ccccc4[nH]3)c2=N)c1	0%	-2%	5%	-7%	13%	2%	-10%	25%	-7%
Clc1ccc(C2CC(c3cccs3)n3ncnc3N2)c(Cl)c1 (stereo not given)	-5%	-27%	8%	3%	21%	3%	-12%	-26%	-2%
O=C(/C=C/c1ccc2c(c1)OCO2)c1ccc[nH]1	-10%	3%	0%	5%	?	3%	-16%	26%	-2%
CCOC(=O)c1c(NC(=O)CN2CCN(c3cccc(Cl)c3)CC2)sc(C)c1C	4%	4%	-14%	-2%	7%	11%	9%	22%	-1%
Cc1ccc(NC(=O)CN2CCN(Cc3ccccc3)CC2)c(Br)c1	-11%	6%	-3%	22%	11%	?	-2%	?	-3%
CCOc1ccc(CCN2C(=O)C(=O)N([C@@H](Cc3ccc(O)cc3)CN3CCC[C@H]3CN3C(=O)C(=O)NC[C@@H]3Cc3ccccc3)C[C@@H]2Cc2ccc(O)cc2)cc1	-11%	-10%	-10%	-4%	8%	.	0%	-27%	-20%
COc1ccc(Br)cc1C(=O)Nc1ccccc1N1CCN(C(=O)c2ccccc2)CC1	-9%	?	0%	17%	3%	9%	-2%	?	-21%
CNC(=S)N(C)/N=C1/C(=O)N(Cc2c(Cl)cccc2Cl)c2ccccc21	-11%	?	?	-30%	?	?	-1%	?	-13%
CCOc1ccc(S(=O)(=O)NCc2ccccn2)c(C)c1C	2%	?	-3%	15%	-20%[1.82 µM]	3%	-3%	-10%	7%
O=C(CSc1nnc(-c2ccccc2)o1)c1nnc(-c2ccccc2)o1	-12%	11%	-8%	-12%	-9%	11%	-2%	-8%	-4%
Cc1cccc2c1CC(C)(C)N=C2C1=C(O)CCCC1=O	7%	17%	7%	12%	5%	-1%	0%	1%	9%
O=C(Nc1cccc([N+](=O)[O-])c1)N1CCN(c2ccccc2)CC1	1%	-25%	13%	18%	-4%	18%	-9%	?	-4%
Cn1c(CNC(=O)C2CCCCC2)cc2cc(Cl)ccc21	-11%	-11%	0%	-6%	14%	?	4%	-4%	-17%
Cc1ccc(CNc2nc3c([nH]2)c(=O)n(C)c(=O)n3C)cc1	1%	?	70%[activator]	7%	5%	-3%	-22%	9%	1%
O=C(NCCCc1nc2ccccc2[nH]1)c1ccco1	7%	24%	-3%	-1%	7%	-11%	-1%	1%	1%
Cc1ccc(NS(=O)(=O)c2ccc(-c3ccc(=O)[nH]n3)o2)cc1	-2%	15%	-10%	-4%	-24%	1%	-2%	77%[activator]	1%
CC(C)CN(Cc1cc(=O)oc2cc3c(cc12)CCCC3)CC(C)C	-3%	-22%	-15%	7%	4%	-17%	-7%	11%	5%
COc1ccc(-c2cccc([C@H]3[C@@H]4C=CC[C@@H](C)[C@@H]4C(=O)N3Cc3ccccc3)c2)cc1	?	5%	-8%	-1%	10%	?	?	?	?
CCCCCCSC1=C(C#N)C(c2ccc(C)o2)CC(=O)N1 (stereo not given)	11%	?	-2%	10%	23%	3%	-5%	?	-5%
COc1cccc(NC(=O)CCNS(=O)(=O)c2cccc3nsnc23)c1	3%	-1%	1%	7%	7%	-1%	11%	1%	9%
COc1ccc2oc(C(=O)N(Cc3ccco3)Cc3cccs3)c(C)c2c1	0%	?	-4%	12%	6%	-8%	?	?	0%
CCc1nn(CC(=O)NCCCN(CC)CC)c(=O)c2cc3sc(C)cc3n12	21%	29%	-16%&-8%	8%	-19%&3%	6%	2%	10µM*	0%
CCOc1ccc(NC(=S)N2CCCN(Cc3cc(C)ccc3C)C2)cc1	0%	?	1%	13%	18%	0%	-10%	?	4%
Cc1cccc(/C=N/NC(=O)c2cccc(Cl)c2)n1	-3%	-7%	-19%	15%	4%	?	3%	?	-18%
COc1ccc(-c2cc3ccccc3nc2N)cc1OC	1%	-18%	-13%	17%	4%	?	-33%	-3%	-1%
Cc1onc(-c2c(F)cccc2Cl)c1C(=O)NC1CCCCCC1	18%	0%	2%	9%	-3%	3%	-4%	?	-11%
CCCCCc1ccc(-c2cn(CCc3c[nH]c4ccccc34)nn2)cc1	-12%	-13%&-8%	-1%	3%	13%	-21%	0%&-13%	?	-15%
CC1(C(=O)NCc2ccccc2)CN(S(C)(=O)=O)CC(=O)N1CCc1ccccc1 (stereo not given)	10%	-15%	1%	.	-17%	.	14%	24%	3%
COC(=O)C1=C(C)N(CCCC(=O)O)C(=O)NC1c1ccc(-c2ccccc2)cc1 (stereo not given)	-1%	-1%	23%	0%	14%	-7%	4%	48%[activator]	0%
Cc1ccc(-n2c(C)cc(/C=C(\C#N)C(=O)NCC3CCCO3)c2C)cc1 (stereo not given)	-8%	-12%	-2%	0%	25%	6%	-29%	?	?

Compounds as they come; overall some 9.4% were active at least once.
